JMJD2C inh: inhibitors of human GASC-1 (JMJD2C) demethylase. GST-JMJD2C(1-420) H3K9me3 demethylation, DELFIA europium. AID 2099. inhibition, % at 2.35 µM. hit rate 0.069% among 330,000. Q9H3R0;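 active = more than half of a compound's replicate wells show inhibition beyond 50%, single wells judged on their own value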;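 note: signal counts dimethyl H3K9 product captured on neutravidin plate; 0% = median of DMSO wells and 100% = 0.3 times that DMSO median; strong numbers were not always called active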
AHR act: activators of human aryl hydrocarbon receptor | AHR-responsive luciferase reporter cells, luminescence | hit rate 2.5% among 320,000 | P35869 | activation, % at 5 µM | AID 2796; in the data active = activation above about 47%;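 note: 0% = vehicle wells and 100% = reference agonist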
Target sequence (P35869 whole entry, looked up): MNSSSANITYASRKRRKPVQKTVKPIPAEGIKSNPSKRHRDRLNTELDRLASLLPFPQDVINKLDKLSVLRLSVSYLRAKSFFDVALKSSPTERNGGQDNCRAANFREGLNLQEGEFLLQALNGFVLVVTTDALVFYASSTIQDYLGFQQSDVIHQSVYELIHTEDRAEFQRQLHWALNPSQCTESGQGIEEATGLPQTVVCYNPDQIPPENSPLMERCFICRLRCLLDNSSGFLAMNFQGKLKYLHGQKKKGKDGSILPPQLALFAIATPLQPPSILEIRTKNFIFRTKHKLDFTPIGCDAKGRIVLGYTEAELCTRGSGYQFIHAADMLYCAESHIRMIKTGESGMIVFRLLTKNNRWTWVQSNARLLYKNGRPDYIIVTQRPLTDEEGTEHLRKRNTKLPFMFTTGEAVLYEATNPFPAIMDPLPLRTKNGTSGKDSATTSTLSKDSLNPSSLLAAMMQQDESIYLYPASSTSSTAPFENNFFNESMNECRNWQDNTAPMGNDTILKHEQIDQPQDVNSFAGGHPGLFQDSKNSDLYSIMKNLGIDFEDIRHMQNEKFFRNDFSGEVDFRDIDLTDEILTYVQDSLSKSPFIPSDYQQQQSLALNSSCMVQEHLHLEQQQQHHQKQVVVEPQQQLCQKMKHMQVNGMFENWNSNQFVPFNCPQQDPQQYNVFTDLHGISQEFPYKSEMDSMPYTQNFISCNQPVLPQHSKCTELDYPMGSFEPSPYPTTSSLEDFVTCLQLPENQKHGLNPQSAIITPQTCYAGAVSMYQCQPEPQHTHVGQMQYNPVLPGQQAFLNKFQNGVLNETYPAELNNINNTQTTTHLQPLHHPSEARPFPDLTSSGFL
LAP4-GFP MLPCN: alters LAP4-GFP fluorescence in TOR pathway yeast screen. GFP response vs DMSO, % at 10 µM. S. cerevisiae LAP4-GFP multiplex, flow cytometry GFP, 3 h; median GFP as percent of DMSO wells. AID 2023. hit rate 0.34% among 320,000;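 active = GFP response vs DMSO above a set limit, about the screen mean plus 3 SD, cut at about 150% in these data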
procasp7 counter: counter-screen: procaspase-7 (human) activation; P55210; recombinant procaspase-7, Ac-DEVD-pNA absorbance 405 nm; D23A/D198A/D206A triple mutant, cannot self-cleave; scale: DMSO 0, 5 µM enzyme 100; activation, % at 8.5 µM; hit rate 0.093% among 330,000; AID 463210;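 active = percent activation above the screen-wide mean plus 3 SD, cut at about 25% in these data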
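System: Uncleavable procaspase-7 mutant enzyme; Amount: 2 µM procaspase-7 mutant as dispensed; Schedule: 1 h compound preincubation, 2 h substrate cleavage, 25 °C; Measured by: 405 nm absorbance of p-nitroaniline; Evaluation: percent activation from buffer-corrected 0–120 min absorbance change; Control set: low DMSO alone, high DMSO plus 5 µM PC-7.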
MEP2-GFP yeast: alters MEP2-GFP fluorescence in TOR pathway yeast screen; S. cerevisiae MEP2-GFP strain, flow cytometry GFP, 3 h; 100% = DMSO control level; GFP response vs DMSO, % at 10 µM; hit rate 0.51% among 330,000;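 active = GFP response versus DMSO above a set limit, roughly screen mean plus 3 SD, cut at about 180% in these data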;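 note: median GFP fluorescence of the barcode-gated MEP2-GFP cells per well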
CR mimetic SO: yeast age-related superoxide inhibition as caloric restriction mimetic; S. cerevisiae aged cells, superoxide DHE fluorescence; hits give low values; superoxide response (% of plate mean), % at 10 µM; hit rate 0.18% among 330,000; AID 2690;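 active = superoxide response under a set limit, about three screen SD below normal, cut at about 65% in these data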;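 note: yeast aged for seven days with compound at 30 °C before DHE staining; 100% = average MFI of all compound-treated wells on the plate with controls excluded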
proCasp3 act: procaspase-3 (human) activation. P42574. recombinant procaspase-3 D3A, Ac-DEVD-pNA absorbance 405 nm. activation, % at 8.5 µM. hit rate 0.11% among 330,000. AID 463141;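 active = activation above the mean of all tested compounds plus 3 SD, cut at about 21% in these data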;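 note: 0% = DMSO alone and 100% = DMSO wells spiked with extra 5 µM PC-3 D3A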
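Technique: 405 nm absorbance of p-nitroaniline, reads at 0 and 120 min; Test system: Procaspase-3 D3A mutant; Incubation: 1 h enzyme-compound preincubation, then 2 h substrate reaction, 25 °C; Repeats: singlicate, each compound tested once; Benchmarks: low control DMSO wells, high control DMSO plus 5 µM PC-3 D3A.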
RPL19A-GFP yeast: yeast TOR pathway RPL19A-GFP modulation. AID 2025. percent response vs DMSO, % at 10 µM. S. cerevisiae RPL19A-GFP strain, flow cytometry, 3 h; hits give low values. hit rate 0.3% among 330,000;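 active = percent response vs DMSO below 50%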;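 note: median channel GFP fluorescence of the barcoded RPL19A-GFP strain; ratio of sample median GFP to plate DMSO average so 100% = DMSO; lower means less RPL19A-GFP as with rapamycin TOR inhibition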
* = called active by the depositor; i = inactive; . = no result given; [ ] = dose if it differs, or a comment.

The opening 3 entries, to show the layout:
no.	structure	JMJD2C inh	AHR act	LAP4-GFP MLPCN	procasp7 counter	MEP2-GFP yeast	CR mimetic SO	proCasp3 act	RPL19A-GFP yeast
1	CC(=O)N1CCCc2ccc(NS(=O)(=O)c3ccc(C)cc3)cc21	16	2	115	2	106	82	2	110
2	CN1CCc2c(sc(N)c2C(=O)O)C1	-21	4	101	-20	98	88	-19	94
3	O=C(Nc1ccc(N2CCOCC2)nc1)c1ccc(C(F)(F)F)cc1	.	-8	102	7	98	113	-1	98

The list itself, repeating the preview:
no.	structure	JMJD2C inh	AHR act	LAP4-GFP MLPCN	procasp7 counter	MEP2-GFP yeast	CR mimetic SO	proCasp3 act	RPL19A-GFP yeast
1	CC(=O)N1CCCc2ccc(NS(=O)(=O)c3ccc(C)cc3)cc21	16	2	115	2	106	82	2	110
2	CN1CCc2c(sc(N)c2C(=O)O)C1	-21	4	101	-20	98	88	-19	94
3	O=C(Nc1ccc(N2CCOCC2)nc1)c1ccc(C(F)(F)F)cc1	.	-8	102	7	98	113	-1	98
4	CCC(C)(C)n1nnnc1C(c1ccccn1)N1CCN(c2cccc(OC)c2)CC1 (centres undefined)	-5	3	97	6	100	97	-2	97
5	Cc1nc2cc(-c3ccccc3)ccc2o1	2	-3	98	17	97	93	7	99
6	O=C(CCC(=O)N(CC(=O)NC1CCCC1)Cc1ccc2c(c1)OCO2)Nc1ccccn1	0	4	98	16	100	98	4	101
7	Cc1cc(=O)oc2c(CN3CCCC3)c(O)c(Cl)cc12	23	5	82[may fluoresce violet]	9	524*[may fluoresce violet]	92	5	27*[may fluoresce violet]
8	CC1CCCN(S(=O)(=O)c2cccc3nonc23)C1 (centres undefined)	6	.	65	.	101	100	.	108
9	Cc1ccc(C(=O)CSC2=C(C#N)C(c3ccco3)C3=C(CCCC3=O)N2)cc1 (centres undefined)	-6	34	112	-24	101	116	-18	101
10	COCCN1CC(C(=O)NCCc2nc(C)c(C)s2)CCC1=O (centres undefined)	0	2	85	8	78	87	4	96
11	CNC(=O)C(=O)N/N=C/c1ccccn1	-11	2	102	7	100	90	-4	97
12	CC(C)Oc1cccc(C(=O)C2CCCN(Cc3cnc(N4CCCC4)s3)C2)c1 (centres undefined)	12	6	96	0	98	94	8	96
13	CC(=O)c1sc(NC(=O)C2CCCN2S(=O)(=O)c2ccccc2F)nc1C (centres undefined)	.	-1	100	1	100	144	-3	93
14	Cn1cc(CN2CCC(C(O)c3cccs3)CC2)c(-c2ccccc2F)n1 (centres undefined)	-9	1	110	-9	106	92	2	99
15	O=C(CCC(=O)N1CCN(S(=O)(=O)c2ccc(Cl)cc2)CC1)Nc1ccc(Cl)cc1Cl	4	-2	89	-3	96	112	4	97
16	Cc1nc2ccccc2c(=O)n1CCN1CCOCC1	0	1	96	9	100	98	1	98
17	N#Cc1nc(COc2ccccc2)oc1N1CCN(c2cccc(Cl)c2)CC1	-6	0	99	5	109	139	-1	101
18	CC(/C=N\NC(=O)CN1CCN(Cc2ccccc2)CC1)=C\c1ccco1	4	6	97	-6	101	102	7	101
19	Nc1ccccc1C(=O)Nc1ccc(Cl)cc1Cl	-6	15	91	3	112	116	2	102
20	COc1ccc(NC(=O)CCCn2c(=O)c3sccc3n(Cc3ccccc3)c2=O)cc1	9	9	84	0	86	94	-1	100
21	C[C@H](CO)N1C[C@H](C)[C@H](CN(C)S(=O)(=O)c2ccccc2)Oc2c(NS(C)(=O)=O)cccc2C1=O	41	-1	.	-9	.	87	10	.
22	O=c1oc(CCCO)cc2ccc(C#CC3(O)CCCCC3)cc12	0	-18	97	8	95	98	6	94
23	O=C(CN1CCCC1)Nc1ccc([N+](=O)[O-])cc1	2	1	96	-1	102	138	1	113
24	O=C(CCCC(=O)N(c1ccc2c(c1)OCCO2)C(C(=O)NC1CCCCC1)c1ccc(Cl)cc1)Nc1ccccn1 (centres undefined)	4	2	101	4	109	101	-1	98
25	O=C(CSCSCC(=O)Nc1ccc2c(c1)OCO2)Nc1ccc2c(c1)OCO2	-4	1	93	4	94	89	2	96
26	COc1ccccc1OCC(=O)NCC(C)NC(=O)COc1ccccc1OC (centres undefined)	7	0	111	6	105	95	5	103
27	CN1CCCN(C(=O)c2cc(-c3cccc4ccccc34)nc3ccccc23)CC1	-1	2	115	3	108	93	-4	106
28	CCCCn1c(/C=C/c2ccco2)nc2ccccc21	1	20	102	-6	102	107	-2	106
29	Cc1nnc(NC(=O)c2ccncc2)s1	-38	4	94	3	102	118	-5	100
30	CCOC(=O)C1C(=O)C(C(C)=O)C(=O)CC1CC(C)SCC (centres undefined)	6	2	92	-1	86	85	-14	97
31	COc1ccc(/C=N/NC(=O)c2ccn[nH]2)cc1CN1CCOCC1	47	0	104	1	100	98	-1	98
32	COc1cccc(CNC(=O)CCN2C(=S)NC(C)(C)CC2C)c1 (centres undefined)	-15	3	95	5	102	98	2	97
33	Cn1ncc2cc(NC(N)=S)ccc21	-24	-1	95	8	95	113	-8	96
34	CCOC(=O)C1CCN(C(=O)CC(C)c2ccccc2)CC1 (centres undefined)	-25	1	99	8	101	101	3	101
35	CCCC(C)C(=O)OCC(=O)Nc1ccc(Br)cc1 (centres undefined)	-8	5	106	7	117	94	1	113
36	CCCSc1nc2cc(OC)c(OC)cc2c(=N)n1CCCN1CCOCC1	-2	-4	122	13	111	94	-1	96
37	CC1=C(C)CC(C(=O)NCCc2ccccc2)C(C(=O)O)C1 (centres undefined)	8	-1	101	11	101	102	0	103
38	CCOc1c(CNCCNC(=O)c2nonc2N)cccc1OC	24	0	95	1	99	100	2	97
39	O=C(COc1ccc(Cl)cc1Cl)NNC(=S)Nc1ccc(F)cc1	2	0	100	-21	103	122	-10	99
40	NC(=O)N=Nc1c(O)[nH]c2ccc([N+](=O)[O-])cc12	50	12	100	2	96	103	-8	97
41	CCOC(=O)CSc1nnc(Cn2nnc3ccccc32)n1-c1ccc(F)cc1	-1	-1	125	-1	102	106	7	97
42	O=[N+]([O-])c1ccc(-n2nnnc2-c2ccccc2)c([N+](=O)[O-])c1	-5	3	95	10	90	124	0	99
43	CCSCCOC(=O)C1=C(C)NC(=O)NC1c1cc(OC)ccc1OC (centres undefined)	15	7	95	1	86	96	1	102
44	O=C(/C=C/c1ccc(Br)cc1)NC(=S)Nc1ccc(S(=O)(=O)Nc2nccs2)cc1	-29	1	97	7	110	95	-8	107
45	Cc1ccc2c(c1)N(Cc1cccc(C#N)c1)C=NS2(=O)=O	-8	2	99	-6	110	96	2	101
46	CCN(C(=O)CN1C(=O)NC2(CCCc3ccccc32)C1=O)c1ccc(F)cc1 (centres undefined)	17	-1	86	-2	94	81	-1	85
47	O=C1C2C3C=CC(C3)C2C(=O)N1c1ccc2c(c1)CCC2 (centres undefined)	-3	1	101	0	100	98	1	97
48	CNC(=O)/C(=C\c1ccc2c(c1)OCO2)NC(=O)c1ccc(Br)cc1	1	3	90	-29	101	93	-19	102
49	CC(C)N1CCC(=NNC(=O)c2cccs2)CC1	-11	25	102	3	96	93	12	103
50	O=C(Nc1nc2ccccc2s1)c1ccc(Cl)s1	1	82*	108	6	107	109	2	98

New compounds follow.
no.	structure	JMJD2C inh	AHR act	LAP4-GFP MLPCN	procasp7 counter	MEP2-GFP yeast	CR mimetic SO	proCasp3 act	RPL19A-GFP yeast
51	S=C(c1ccccc1)N1CCN(C(=S)c2ccccc2)CC1	-2	3	110	-3	101	103	-2	96
52	CC(C)C(OC(=O)C1CCCO1)C(=O)NC1CCCC1 (centres undefined)	6	2	102	3	103	92	-3	95
53	Cc1ccc(NC(=O)CSc2ccc(-c3ccccn3)nn2)c(C)c1	14	12	96	-6	116	114	2	93
54	COc1ccc(/C=C/C(=O)C2(O)CCCCC2)cc1OC	2	4	94	0	97	98	-4	101
55	CCOc1ncccc1C(=O)Nc1cc(S(=O)(=O)N2CCCCC2)ccc1Cl	6	0	97	-2	99	88	-8	101
56	CC1(C)CC(=O)C2=C(C1)N(c1ccc(F)cc1)C(=O)CC2c1cccnc1 (centres undefined)	2	-1	91	-1	87	90	10	100
57	CC(=O)N(Cc1cc2cc(C)c(C)cc2n2nnnc12)CC1COCCO1 (centres undefined)	-5	0	95	5	98	114	4	96
58	C[C@@H]1CC=C[C@H]2[C@H]1C(=O)N(Cc1ccccc1)[C@H]2c1ccc(-c2ccc(F)cc2)cc1F	4	1	100	-3	106	111	1	102
59	COC(=O)[C@H]1C[C@@H]1[C@H](NS(=O)(=O)c1ccc2ccccc2c1)c1ccccc1	5	1	.	1	.	.	2	.
60	Clc1cccc(CN2C3=NCCCN3c3ccccc32)c1	-1	0	100	6	106	111	2	103
61	COC(=O)c1nnn(-c2nonc2N)c1CSc1nc2ccccc2s1	-8	12	97	-6	95	94	-2	102
62	CC1CC(=O)Nc2ccccc2N1C(=O)Nc1ccccc1 (centres undefined)	2	1	105	5	99	102	2	99
63	Nc1c(Br)c(=O)[nH]c(=O)n1-c1ccccc1	-9	2	99	3	99	91	7	99
64	CC(=O)NC1C(=O)N=C(SCC(=O)NCc2ccccc2)NC1=O (centres undefined)	10	-1	106	1	107	93	8	101
65	CCn1c(CCNC(=O)c2cccs2)nnc1SCC(=O)Nc1ccc(Cl)cc1	-4	0	106	7	113	98	3	103
66	COc1ccc(OC)c(NC(=O)C2C(C(=O)O)C3(Cl)C(Cl)=C(Cl)C2(Cl)C3(Cl)Cl)c1 (centres undefined)	3	2	97	-1	99	113	-4	96
67	CCN(CC)S(=O)(=O)c1ccc(N2CCCC2)c(NC(=O)C2=COCCO2)c1	-5	12	102	-1	107	112	4	108
68	COc1ccc(NC(=S)N/C(=N/S(=O)(=O)c2ccc(C)cc2)c2ccccc2)cc1	-11	2	108	-11	96	89	-10	100
69	CN1C(=O)/C(=C2/C=Cc3ccccc3N2CCCS(=O)(=O)O)SC1=S	-1	0	90	-10	90	114	-7	93
70	Cc1nn(CC(=O)NC(=O)NC2CCCCC2C)c(=O)c(C#N)c1C (centres undefined)	18	-3	102	-2	99	89	3	93
71	COc1ccc(C(=O)OCC(=O)Nc2cc(C)on2)c(OC)c1OC	-25	0	i	-3	.	90	6	i
72	COCCN1CN=C(Nc2nc3ccccc3s2)NC1	2	9	102	1	101	96	11	92
73	Cc1cc(C)c(NC(=O)COC(=O)C2CCN(c3ccc(C(F)(F)F)cn3)CC2)c(Cl)c1	-4	1	119	2	99	110	3	102
74	COc1ccc(NC(=O)N[C@@H](CCSC)C(=O)O)cc1Cl	9	1	103	5	105	102	-2	100
75	C(=C\c1ccc(/C=C/c2ccccc2)nn1)/c1ccccc1	6	0	105	9	102	115	-2	93
76	CC(C)(C)NCC(=O)N/N=C/c1ccc(OCc2ccccc2)cc1	5	2	110	2	97	114	2	92
77	Nn1c(SCC(=O)NC2CCCCC2)nnc1-c1ccco1	3	0	103	-5	97	119	-1	99
78	C/C(=N\NC(=O)c1ccc(Cl)c(Cl)c1)c1cccc(NC(=O)C(C)C)c1	16	13	76	-7	75	112	1	93
79	COc1ccc(CCNC(=O)c2ccc(CNS(=O)(=O)c3ccc(C(C)(C)C)cc3)cc2)cc1OC	-11	3	95	-2	100	96	4	105
